TGFb inhibitor – qHTS for Inhibitors of TGF-b; 410,000 tested, 1.2% active; Potency, µM (highest dose often 46.1 µM), without a hit: at the highest dose activity, negative = inhibition, hits mostly inhibitors; HepG2 CAGA-GFP TGF-b/SMAD3 reporter, GFP fluorescence, 18 h; TGF-beta stimulated, 500 pg/mL final; also: potency is read from the fitted curve at half-maximal effect; % is scaled to controls: 0 for no effect and ±100 for the full control effect; nearly all actives have a fitted effect of over 65% in size
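First, reporter cells (HEPG2 CAGA-GFP) rested 2 h at 37 degrees C. Next, compounds were pinned in and TGF-beta added to 500 pg/mL final. After 18 h, GFP was imaged per cell and summed per well.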
S2 tox – Viability Counterscreen for Primary qHTS for Inhibitors of ATXN expression | S2 cells (HEK-293 line with an ATXN2-luciferase reporter) viability, CellTiter-Fluor protease fluorescence, 24 h | Potency, µM (top dose mostly 56.7 µM), usual class: cytotoxic | 400,000 tested, 0.49% active | AID 651635, 2014; also: potency is read from the fitted curve at half-maximal effect; nearly all actives have a fitted effect of over 40% in size
pAkt inh – HTS Assay for Inhibitors of Akt Phophorylation: Primary Screen | Neuro2A IGF-stimulated pAkt S473 HTRF, 20 min; hits give low values | activity change, % for hits at 50 µM | 360,000 tested, 0.32% active | AID 651550, 2012; in the data active = activity change below about -80%; inconclusive = mostly about -51% to -80%; also: % is scaled to controls: 0 for no effect and ±100 for the full control effect
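Neuro2A cells (4,500/well, DMEM with 0.5% FBS) were treated with compound at a single 50 µM final concentration, stimulated with 6 nM IGF for 20 min at 37 °C, and lysed. Phospho-Akt Ser473 was read by HTRF as 665/615 ratio ×10^4.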
Nrf2 ARE act – qHTS of Nrf2 Activators. 410,000 tested, 0.31% active. AREc32 ARE-luciferase reporter (MCF7-derived line), luminescence, 24 h. Potency, µM (titrated, usually from 46.1 µM), without a hit: at the top dose activation, actives largely listed as activators. AID 624171, 2012; also: potency is read from the fitted curve at half-maximal effect; % of control where 0% means no effect; nearly all actives have a fitted effect of over 65% in size
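Cells of the AREc32 ARE-luciferase line are plated in OPTI-MEM containing 5% FBS and left overnight at 37 deg C. Compounds are pinned in, incubation continues 24 hr, and firefly luciferase signal is then measured.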
A549 viability – Nrf2 qHTS screen for inhibitors: counterscreen for cytotoxicity; A549 ARE-Fluc cells, CellTiter-Fluor viability, 18-24 h; AID 504648, 2011; 390,000 tested, 0.16% active; Potency, µM (top dose mostly 46 µM), for inactives: top-dose activity change, negative = cytotoxicity, most hits filed as inhibitors; also: potency is read from the fitted curve at half-maximal effect; % is scaled to controls: 0 for no effect and ±100 for the full control effect
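A549 ARE_Fluc cells in 5% FBS OPTI-MEM were exposed to compounds in concentration-response for 18-24 h at 37 deg C. Viability was read by CellTiter-Fluor fluorescence (Ex 405/Em 525) after 30 min, before the luciferase read.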
MmCpn inh – Inhibitors of TCP-1 ring complex (TRiC) of Methanococcus maripaludis (MmCpn): qHTS | Potency, µM (doses to about 76.9 µM), without a hit: at the highest dose activity, negative = inhibition, actives largely listed as inhibitors | 330,000 tested, 0.031% active | Chaperonin Mm-Cpn (Methanococcus maripaludis) | AID 504842, 2011 | purified Mm-Cpn ATPase, ADP Transcreener TR-FRET; also: potency is read from the fitted curve at half-maximal effect; % is scaled to controls: 0 for no effect and ±100 for the full control effect; nearly all actives have a fitted effect of over 80% in size
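Measured: ADP formation by purified Mm-CPN. Conditions: 25 nM protein, 10 uM ATP, Tris pH 7.4 with Mg2+, K+ and DTT, 37°C for 30 min. Detection: Transcreener HTRF after 30 min at room temperature.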
HepG2 viability – qHTS for Inhibitors of TGF-b: Cytotox Counterscreen. HepG2 CAGA-GFP viability, ATP luminescence, 18 h. Potency, µM (series often up to 46.1 µM), for the others: at the top dose activity change, negative = cytotoxicity, hits mostly cytotoxic. 410,000 tested, 0.76% active. AID 588856, 2011; also: potency is read from the fitted curve at half-maximal effect; some results filed as inactive show a strong effect at the top dose
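HepG2 CAGA-GFP cells (1000/well, DMEM with 1% FBS) received compound, then TGF-beta at 500 pg/mL final, and were incubated 18 hours at 37 degrees C. Viability was read by CellTiter-Glo luminescence. Media-only wells were set as complete cell-killing and DMSO as no toxicity.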
CCT modulator – High-Throughput Screening for Modulators of Cytosolic Chaperonin Activity. activity change, % (test concentration not listed), hits read low. purified chaperonin ATPase assay, HTRF ADP detection, 30 min. AID 651819, 2012. 360,000 tested, 0.3% active; in the data active = activity change below about -30%; also: % is scaled to controls: 0 for no effect and ±100 for the full control effect
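Enzyme 40 or 20 nM (batch-dependent) in Tris pH 7.4/KCl/MgCl2/DTT; cpd 76 uM single point; ATP 10 uM; 30 min 37 °C; Transcreener ADP HTRF detection, 30 min RT; ratio 665/615.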
Nrf2 inh – Nrf2 qHTS screen for inhibitors; Potency, µM (titrated, usually from 46 µM), for inactives: at the highest dose activity change, negative = inhibition, actives largely listed as inhibitors; A549 ARE-Fluc reporter, luciferase luminescence, 18-24 h; 360,000 tested, 2.1% active; also: potency is read from the fitted curve at half-maximal effect; % is scaled to controls: 0 for no effect and ±100 for the full control effect; nearly all actives have a fitted effect of over 60% in size
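Cells were seeded and rested 2 h, then exposed to compounds for 18-24 h. CellTiter-Fluor was read first as a viability measure. BugLite was added 15 min before the final luminescent read of ARE-luciferase activity in A549 cells.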
* marks the source's active call; other numbers are inactive results; i = inactive; ? = inconclusive; · = no result given; & = joins results of further samples. Unless noted, calls follow the shape of the dose curve; as a rule, active = well fitted curve in the direction sought with a large enough effect; inconclusive = small, poorly fitted or top-dose-only effect, or another doubt; inactive = no such curve, though single readings can be large; an effect the other way counts as inactive or inconclusive.

| Structure | TGFb inhibitor | A549 viability | CCT modulator | S2 tox | MmCpn inh | Nrf2 inh | Nrf2 ARE act | HepG2 viability | pAkt inh |
| --- | --- | --- | --- | --- | --- | --- | --- | --- | --- |
| CCOC(=O)C1=C(CSc2nc(CC)c(C)cc2C#N)OC(N)=C(C#N)C1c1ccccc1 (configuration not stated) | -25.7% | -0.6% | -5.9 | i | -1.2% | · | 10.2% | -31.6% | i |
| Nc1nc(SCC(=O)Nc2ccccc2Sc2ccccc2)n[nH]1 | -0.6% | 1.1% | -1.5 | i | 1.5% | · | 0.0% | -46.9% | · |
| Cc1cc(C)c(NC(=O)CSc2nnc(-c3ccco3)n2N)c(C)c1 | -4.4% | -14.5% | -1.6 | i | -3.2% | ? | -0.6% | 39.2% | i |
| Cn1c(SCc2ccccc2)nc2c1c(=O)[nH]c(=O)n2C | -1.8% | 2.7% | -0.5 | i | 0.3% | -20.8% | 0.5% | 5.5% | i |
| O=C(COC(=O)/C=C/c1ccc(F)cc1)NCC1CCCO1 (configuration not stated) | 10.2% | 2.4% | 1.8 | i | -0.5% | -8.2% | 0.3% | 17.7% | i |
| COc1ccccc1N1CCN(S(=O)(=O)c2ccc(-c3ccc(=O)[nH]n3)o2)CC1 | -13.1% | 7.5% | -3.6 | ? | -1.2% | 0.6% | 2.1% | -21.6% | i |
| CCOC(=O)c1ccc(NC(=O)c2ccc3c(c2)C(=O)N(CC2CCCO2)C3=O)cc1 (configuration not stated) | -19.9% | -3.2% | -0.3 | i | -0.6% | -6.4% | -0.5% | 5.6% | i |
| COc1cc(NC(=O)CSc2nnc3ccccn23)cc(OC)c1 | 17.3% | 0.5% | -3.4 | i | 1.0% | -10.9% | 6.4% | -6.5% | i |
| CCOC(=O)C1CCN(C(=O)CSc2n[nH]c(-c3ccc(OC)cc3)n2)CC1 | -25.3% | 5.5% | · | · | · | · | -0.1% | -7.4% | · |
| Cc1cc(C)cc(Oc2c(C(F)(F)F)oc3cc(OCC(=O)O)ccc3c2=O)c1 | -0.8% | 11.5% | -0.9 | i | -1.8% | 0.4% | -0.3% | -26.8% | i |
| COc1ccc(OC)c(S(=O)(=O)Nc2cccc3ccc(O)cc23)c1 | ? | -3.1% | 1.7 | i | · | -11.4% | 5.3% | 1.2% | i |
| COCCCn1c(C(=O)N2CCOCC2)cc2c(=O)n3ccccc3nc21 | -0.7% | 11.5% | -0.3 | · | -6.8% | 9.2% | 0.2% | -6.3% | i |

Next section.
| Structure | TGFb inhibitor | A549 viability | CCT modulator | S2 tox | MmCpn inh | Nrf2 inh | Nrf2 ARE act | HepG2 viability | pAkt inh |
| --- | --- | --- | --- | --- | --- | --- | --- | --- | --- |
| COc1cc(C(=O)COC(=O)C2CCN(c3ccc(C(F)(F)F)cn3)CC2)ccc1OC(F)F | ? | 1.6% | 0.6 | i | -0.8% | 7.3% | 0.5% | -3.4% | i |
| O=C(c1ccco1)N1CCN(S(=O)(=O)c2ccc(S(=O)(=O)NC3CC3)cc2)CC1 | -10.2% | 1.0% | 0.0 | i | -0.6% | 1.6% | -0.8% | -10.9% | i |
| CCCCCC1CC(CC(=O)Nc2ccc([N+](=O)[O-])cc2)OC1=O (configuration not stated) | 9.1% | 10.8% | -1.9 | i | -3.1% | 0.8% | 2.4% | 10.5% | i |
| CC(=O)c1ccc(NC(=O)CC2S/C(=N/N=C3CCCCCC3)NC2=O)cc1 (configuration not stated) | -4.7% | -1.0% | -2.8 | i | 1.4% | -2.6% | 2.6% | -1.3% | i |
| COc1ccc(C2=C/C(=C\c3cccc(OC(C)=O)c3)C(=O)O2)cc1 | -0.1% | 0.8% | -1.4 | i | -1.3% | -2.9% | -1.0% | -1.0% | i |
| Cc1c(NC(=O)CSc2ccc3c(c2)OCCO3)c(=O)n(-c2ccccc2)n1C | -3.1% | -9.8% | -1.0 | i | -2.4% | ? | -0.1% | -1.4% | i |
| CCOC(=O)C1CCN(S(=O)(=O)c2cc(F)ccc2OC)CC1 | 1.0% | -7.2% | 0.6 | i | 2.2% | -0.8% | 0.2% | -0.9% | i |
| CCc1ccc(S(=O)(=O)c2nnn3c2nc(NCc2ccccc2OC)c2cc(Cl)ccc23)cc1 | 19.3% | 1.3% | · | ? | · | 14.1% | -1.0% | 5.9% | · |
| CSCCC(NC(=O)c1ccccc1)C(=O)Nc1ccc(C)cc1 (configuration not stated) | 7.8% | 0.2% | -1.0 | i | -22.6% | -9.2% | -0.6% | -2.4% | i |
| NC(=O)[C@@H]1CCCN1C(=O)c1ccc2nc(Cc3cccc(Cl)c3)oc2c1 | 0.0% | 5.6% | -2.9 | i | -2.2% | -6.7% | 1.6% | 7.7% | i |
| COc1cc(NC(=S)NN2CCN(C)CC2)cc(OC)c1OC | -10.1% | 1.1% | -0.9 | i | 1.0% | -3.3% | -0.6% | 1.6% | i |
| O=C(CCCn1cnc([N+](=O)[O-])n1)Nc1cccc(Cl)c1Cl | -30.2% | 2.6% | -2.0 | i | 0.8% | 26.8% | 3.0% | -27.3% | i |

Additional records follow:
| Structure | TGFb inhibitor | A549 viability | CCT modulator | S2 tox | MmCpn inh | Nrf2 inh | Nrf2 ARE act | HepG2 viability | pAkt inh |
| --- | --- | --- | --- | --- | --- | --- | --- | --- | --- |
| COc1cccc(/C=C/C(=O)Nc2ccc3c(c2)OCCO3)c1OC | 13.9% | 1.2% | -5.7 | i | -20.5% | ? | -0.4% | -29.0% | i |
| CCOC(=O)CC1(NC(=O)C2CCC(=O)N(Cc3ccccc3OC)C2)CCCCC1 (configuration not stated) | -4.2% | -13.2% | 1.8 | i | -1.0% | 20.9% | -0.9% | -11.4% | i |
| c1csc(C(c2nnnn2C2CCCCC2)N2CCCC3(CCCCC3)C2)c1 (configuration not stated) | -9.7% | -7.5% | 0.4 | i | -0.1% | 5.4% | 0.3% | -11.2% | i |
| COc1ccc(N2C(=O)CC(c3cc(OC)c(OC)c(OC)c3)CC2=O)cc1 | ? | -17.9% | -0.3 | i | 2.1% | ? | -0.2% | 0.3% | i |
| CCOc1ccc(Cn2c(C)nc([N+](=O)[O-])c2SCC(O)CCl)cc1[N+](=O)[O-] (configuration not stated) | -14.6% | -3.3% | -1.8 | i | 2.9% | 9.2% | 2.9% | -17.3% | i |
| COc1cccc(NC(=O)Cn2cnc3c(nc4n3CCCCC4)c2=O)c1 | -3.0% | 1.4% | · | ? | · | -17.1% | 0.2% | -7.6% | · |
| C[C@@H](NC(=O)/C(C#N)=C/c1ccc(O)c(O)c1)c1ccccc1 | -9.1%&-4.5% | -26.2% | -0.9 | ? | -0.8% | 3.7% | 8.1% | -40.9%&3.5% | i |
| N#Cc1cc2ccccc2nc1SCC(=O)NC1CC1 | -3.9% | 0.3% | -2.6 | i | -8.4% | -7.2% | 4.6% | 10.8% | i |
| COc1ccc(C2=CC(c3c(C)nn(-c4ccccc4)c3Cl)n3nnnc3N2)cc1OC (configuration not stated) | -0.3% | -0.3% | -0.3 | i | -3.1% | · | ? | 15.1% | i |
| CCn1c(/C(C#N)=C(\O)CCc2ccccc2)nc2ccccc21 | -2.3% | 3.5% | 1.3 | i | -0.2% | -4.7% | -0.3% | -1.6% | i |
| CSC(=S)NCc1cccnc1 | ? | -9.3% | -0.2 | i | -0.2% | ? | 27.6% | 2.4% | i |
| Cc1ccc(N/N=C(\C#N)C(=N)N2CCOCC2)cc1 | -10.9% | -29.6% | 0.1 | ? | -0.6% | ? | 3.0% | -7.0% | i |

Later entries
| Structure | TGFb inhibitor | A549 viability | CCT modulator | S2 tox | MmCpn inh | Nrf2 inh | Nrf2 ARE act | HepG2 viability | pAkt inh |
| --- | --- | --- | --- | --- | --- | --- | --- | --- | --- |
| CCC1CCCCN1S(=O)(=O)c1ccccc1[N+](=O)[O-] (configuration not stated) | -4.5% | 0.7% | 0.8 | i | 2.0% | ? | 0.2% | 1.4% | i |
| CCCCCC(=O)Nc1cccc(C2=NOC3(C2)C[C@@H](C(N)=O)N(C(=O)c2cc([N+](=O)[O-])cc([N+](=O)[O-])c2)C3)c1 (some centres not stated) | -8.8% | -1.4% | -2.5 | ? | 0.1% | 15.5% | -0.3% | -0.7% | i |
| CCn1c(N2CCN(CC(=O)c3c(C)n(C)c4ccccc34)CC2)nc2c1c(=O)[nH]c(=O)n2C | 0.0% | -5.7% | -1.3 | i | -0.4% | ? | -0.7% | -5.1% | i |
| CCCCn1c(SCC2CCCCO2)nc2cc(S(N)(=O)=O)ccc21 (configuration not stated) | -4.6% | -1.4% | 2.1 | i | 1.7% | 4.2% | -0.5% | 0.6% | i |
| N#CC1=C(SCc2ccccc2Cl)NC(=O)C(C(N)=O)C1 (configuration not stated) | 3.5% | -11.2% | -0.9 | i | -0.2% | -10.9% | 0.2% | -11.0% | i |
| Cc1cc(Sc2nnc(N)s2)c2ccccc2n1 | 7.08µM* | -4.0% | -1.5 | 25.1µM* | -6.4% | ? | -5.4% | -100.9% | i |
| Cc1c(OCC(=O)N(C)c2ccccc2)ccc2c3c(c(=O)oc12)CCC3 | 0.4% | 2.6% | 0.1 | i | 0.9% | 25.7% | 7.2% | -18.4% | i |
| CCCCS(=O)(=O)N1CCCC(C(=O)NCCc2ccccc2)C1 (configuration not stated) | 10.6% | 5.2% | -0.1 | ? | -1.2% | -11.8% | 0.1% | 1.8% | i |
